Bioassay records (PubChem)
MOR-DOR inv ag = inverse agonists of human mu-delta opioid receptor heterodimerization. cell-based MOR-DOR heterodimer luminescence, inverse agonism. actives 0.21% (n = 340,000). inhibition, % at 9.3 µM; in the data active means inhibition above about 22%, passing the limit was not always enough;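 further: 0% = cells with DMSO and 100% = wells without cells with DMSO; values of inactives mirror those of a sister screen read the other way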
PKA-R2B act = PKA-R2B complex activation. activation, % at 11.4 µM. actives 0.079% (n = 340,000). PKA-R2B holoenzyme dissociation, Cy5-IP20 fluorescence polarization; R2B truncated from residue 108, S112A mutant; 0% DMSO only, 100% 113 µM cGMP. P22694+P31323;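 active means activation above a cutoff set at the mean over all compounds plus 3 SD, cut at about 18% in these data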;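 further: higher means more holoenzyme dissociation and a rise in polarization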
Target sequence (P31323 whole entry, looked up, other chains not shown, the tested form may be a part): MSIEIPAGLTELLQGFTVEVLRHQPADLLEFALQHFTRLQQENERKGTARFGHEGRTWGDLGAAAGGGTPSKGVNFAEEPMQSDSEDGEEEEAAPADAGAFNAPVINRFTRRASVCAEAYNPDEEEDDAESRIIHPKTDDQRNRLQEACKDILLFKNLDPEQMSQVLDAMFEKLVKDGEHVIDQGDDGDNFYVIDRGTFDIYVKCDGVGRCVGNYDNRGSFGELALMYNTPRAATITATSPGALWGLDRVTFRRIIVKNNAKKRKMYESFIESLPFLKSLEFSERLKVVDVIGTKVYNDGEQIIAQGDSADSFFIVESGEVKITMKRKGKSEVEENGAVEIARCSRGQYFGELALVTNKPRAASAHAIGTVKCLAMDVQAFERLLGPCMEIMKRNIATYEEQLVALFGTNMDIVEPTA
Mot1-301 SUMO = inhibitors of SUMOylation pathway: yeast Mot1-301 growth rescue. S. cerevisiae Mot1-301 growth rescue, ATP luminescence, 38.5C; percent above DMSO median, 100 means doubled. growth rescue, % at 18.8 µM. actives 1% (n = 320,000). AID 2716;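 active means every valid replicate shows activation above 250% relative to neutral control wells; inactive means the rest, any valid replicate at or below 250%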;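 further: OY570 slx delta 5 strain wells were the positive control but not used for scaling; some compounds called inactive have numbers as strong as hits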
PfHsp90 yeast 2 = reduces growth (ATP signal) of yeast expressing P. falciparum Hsp90; S. cerevisiae expressing PfHsp90, BacTiter-Glo ATP, 48 h; yeast lacking PDR1 and PDR3 efflux regulators; inhibition, % at 9.4 µM; actives 0.32% (n = 310,000); AID 504621;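 active means every replicate shows inhibition above about 80%, whatever the replicate mean, limit read from the data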;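 further: 0% = DMSO neutral controls and 100% = 20 µM radicicol positive controls; yeast relying on Plasmodium falciparum Hsp90 in place of its own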
phage Ecoli inh = E. coli growth loss with phage present | growth absorbance | inhibition, % at 11.9 µM | actives 0.26% (n = 360,000) | AID 651602; in the data active means inhibition above about 11%
Ecoli viability = reduces bacterial viability in AddAB counter-screen; inhibition, % at 11.9 µM; E. coli V3065 growth, OD600 absorbance, 18 h; AID 449728; actives 0.27% (n = 330,000);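 active means inhibition above the campaign's mean inhibition across all tested compounds plus 3 SD, cut at about 9.9% in these data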;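 further: uninfected addAB+ strain grown without phage in ampicillin broth; 0% = DMSO wells and 100% = ciprofloxacin 0.95 µg/ml wells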
Tat export inh = inhibitors of E. coli Tat protein transport; E. coli MC4100 TorA-mCherry Tat export, fluorescence; inhibition, % at 10 µM; actives 0.036% (n = 340,000);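 active means mean replicate inhibition at least 50% and at least half of replicates individually reaching 50%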;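 further: exported cargo escapes ClpAP degradation while cytoplasmic cargo is degraded and loses fluorescence; 0% = median of neutral control wells and 100% = median of NaSCN control wells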
AddAB inh = less growth of phage-infected E. coli with AddAB | E. coli expressing H. pylori AddAB, absorbance growth | AID 435030 | inhibition, % at 11.9 µM | actives 0.29% (n = 330,000); in the data active means inhibition above about 12%;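 further: 0% = vehicle wells of infected cells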
OPRM1-OPRD1 ag = OPRM1-OPRD1 heterodimerization agonism. cells, luminescence. activation, % at 9.3 µM. actives 0.3% (n = 340,000). AID 504326; in the data active means activation above about 18%;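 further: 0% = vehicle-treated cells and 100% = reference agonist; values of inactives mirror those of a sister screen read the other way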
HTR5A inv ctr = counter-screen for OPRM1-OPRD1 inverse agonists: human HTR5A inverse agonism | actives 0.083% (n = 340,000) | P47898 | inhibition, % at 9.3 µM | HTR5A cell line, luminescence; in the data active means inhibition mostly above about 23%, no sharp cut-off; inactive means mostly below about 18%;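 further: 0% = cells with DMSO and 100% = no-cell wells with DMSO; some compounds called inactive have numbers as strong as hits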
Target sequence (P47898 whole entry, looked up): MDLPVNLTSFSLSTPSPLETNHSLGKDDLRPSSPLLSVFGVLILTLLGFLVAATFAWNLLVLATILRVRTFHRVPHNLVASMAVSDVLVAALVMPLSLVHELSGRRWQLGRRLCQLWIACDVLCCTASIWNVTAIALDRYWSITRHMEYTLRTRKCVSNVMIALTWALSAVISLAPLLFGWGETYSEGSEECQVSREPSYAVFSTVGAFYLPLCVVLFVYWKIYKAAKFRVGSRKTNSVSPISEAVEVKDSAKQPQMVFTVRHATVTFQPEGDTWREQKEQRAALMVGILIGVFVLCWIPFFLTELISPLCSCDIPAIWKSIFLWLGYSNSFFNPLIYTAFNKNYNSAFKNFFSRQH
PKA-R1A activ = activators of PKA-R1A complex | actives 0.083% (n = 340,000) | AID 504707 | PKA-R1A dissociation, Cy5-IP20 fluorescence polarization; scaled: DMSO 0%, 113 µM cGMP 100% | activation, % at 11.4 µM;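 active means percent activation above the mean of all tested compounds plus 3 SD, cut at about 19% in these data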;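 further: higher means more PKAc released from R1A so a rise in polarization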
An asterisk follows results filed as active; · = not tested or not shown; + = active, no number.

SMILES | MOR-DOR inv ag | PKA-R2B act | Mot1-301 SUMO | PfHsp90 yeast 2 | phage Ecoli inh | Ecoli viability | Tat export inh | AddAB inh | OPRM1-OPRD1 ag | HTR5A inv ctr | PKA-R1A activ
CC(C(=O)Nc1ccccc1)N(c1cccc(Cl)c1)S(C)(=O)=O (stereo unspecified) | -2 | -7 | -12 | -30 | 5.3 | 0.0 | 8 | 4.5 | 0.3 | 1 | -15
O=C(CSc1ncccn1)Nc1ccc2c(c1)OCO2 | 2 | 2 | 9 | · | 1.5 | -0.5 | 6 | 1.2 | -0.3 | 6 | -4
O=C1CN(C(=O)COC(=O)Cc2ccccc2F)c2ccccc2N1 | 17 | -2 | 1 | 9 | 1.2 | 2.1 | -4 | 0.7 | -4.3 | 3 | -19
CC1(C)CC(=O)c2cnc(NC(=O)C3CCCC3)nc2C1 | -8 | 4 | 450 | 24 | 4.0 | 2.9 | -5 | 2.1 | 1.5 | -1 | -5
CCOc1cc2c(cc1OCC)C(c1ccc(C(=O)O)cc1)NCC2 (stereo unspecified) | -12 | -7 | -10 | -9 | 1.3 | -0.5 | -3 | -0.7 | 2.7 | 0 | -15
Cc1csc(CCc2nc(C)cs2)n1 | 14 | -1 | 240 | 5 | 4.9 | -1.2 | -4 | 1.9 | -2.5 | 8 | -2
O=C(Nc1ccc(NC(=S)NC(=O)c2cccs2)cc1)c1ccccc1 | 10 | -10 | 2 | 6 | 3.3 | -1.6 | 8 | 0.2 | -1.9 | 18 | -2
O=C1NCC(O)=C1C=Nc1ccccc1O | 6 | 9 | 6 | -15 | 1.8 | 0.4 | 6 | -1.9 | -1.3 | 10 | -9
CC1C(c2ccccc2)N(C)C(c2ccccc2)CC1(O)c1ccccc1 (stereo unspecified) | -17 | 1 | 4 | · | 4.5 | 1.0 | -1 | 2.6 | 3.0 | 8 | -8
COc1ccc(C2=NS(=O)(=O)N(C)C(C(=O)NCc3ccccn3)=C2)cc1OC | 11 | -4 | -1 | 13 | 1.5 | -1.7 | 8 | 3.0 | -2.2 | 6 | -2

Another view of part of the listing above.
Values run as follows: MOR-DOR inv ag | PKA-R2B act | Mot1-301 SUMO | PfHsp90 yeast 2 | phage Ecoli inh | Ecoli viability | Tat export inh | AddAB inh | OPRM1-OPRD1 ag | HTR5A inv ctr | PKA-R1A activ
CC(C(=O)Nc1ccccc1)N(c1cccc(Cl)c1)S(C)(=O)=O (stereo unspecified)
 : -2 | -7 | -12 | -30 | 5.3 | 0.0 | 8 | 4.5 | 0.3 | 1 | -15
O=C(CSc1ncccn1)Nc1ccc2c(c1)OCO2
 : 2 | 2 | 9 | · | 1.5 | -0.5 | 6 | 1.2 | -0.3 | 6 | -4
O=C1CN(C(=O)COC(=O)Cc2ccccc2F)c2ccccc2N1
 : 17 | -2 | 1 | 9 | 1.2 | 2.1 | -4 | 0.7 | -4.3 | 3 | -19
CC1(C)CC(=O)c2cnc(NC(=O)C3CCCC3)nc2C1
 : -8 | 4 | 450 | 24 | 4.0 | 2.9 | -5 | 2.1 | 1.5 | -1 | -5
CCOc1cc2c(cc1OCC)C(c1ccc(C(=O)O)cc1)NCC2 (stereo unspecified)
 : -12 | -7 | -10 | -9 | 1.3 | -0.5 | -3 | -0.7 | 2.7 | 0 | -15
Cc1csc(CCc2nc(C)cs2)n1
 : 14 | -1 | 240 | 5 | 4.9 | -1.2 | -4 | 1.9 | -2.5 | 8 | -2
O=C(Nc1ccc(NC(=S)NC(=O)c2cccs2)cc1)c1ccccc1
 : 10 | -10 | 2 | 6 | 3.3 | -1.6 | 8 | 0.2 | -1.9 | 18 | -2

Additional compounds
SMILES | MOR-DOR inv ag | PKA-R2B act | Mot1-301 SUMO | PfHsp90 yeast 2 | phage Ecoli inh | Ecoli viability | Tat export inh | AddAB inh | OPRM1-OPRD1 ag | HTR5A inv ctr | PKA-R1A activ
O=C(Nc1ccc2c(c1)OCCO2)c1ccc(Br)o1 | 4 | 1 | · | -8 | 2.8 | -1.2 | 7 | 0.2 | -0.7 | 2 | -2
O=C(CN1C(=O)NC2(CCOc3ccccc32)C1=O)c1ccc(Br)cc1 (stereo unspecified) | 14 | 2 | -8 | -1 | 4.6 | 4.5 | 3 | 2.7 | -4.3 | -17 | -1
COc1cc(SC)ccc1C(=O)Nc1nc(C)cc(C)n1 | 7 | -15 | 0 | 4 | -2.1 | -1.5 | -8 | 2.1 | -1.3 | 0 | -10
O=C(O)Cn1cc(/C=N/NC(=O)c2cc3cc(Br)ccc3o2)c2ccccc21 | 17 | -17 | + | -1 | 1.4 | -1.8 | 7 | 1.4 | -3.2 | -19 | -8
CCCCN(c1ccccc1)c1ncnc2nc[nH]c12 | 9 | -12 | -2 | -1 | · | -2.4 | 4 | -1.9 | -1.5 | -2 | 7
CC(=O)Nc1ccc(S(=O)(=O)N2CCc3ccccc3C2CC(=O)O)cc1 (stereo unspecified) | 7 | -3 | -11 | -9 | 1.1 | 1.3 | -7 | 2.6 | -1.0 | -8 | -1
O=C(CNC(=O)c1ccc(Br)cc1)c1ccc(Br)cc1 | 6 | -3 | -10 | 12 | 2.7 | 1.0 | 0 | 3.0 | -1.1 | -27 | 2
Cc1cccc(OC(C)C(=O)Nc2cc(Cl)ccc2-n2cncn2)c1 (stereo unspecified) | -1 | -11 | -3 | · | 2.0 | -1.1 | 1 | 1.2 | 0.1 | -12 | 0
CCCCOC(=O)C[N+](C)(C)CCOC1CC2CCC1(C)C2(C)C (stereo unspecified) | 9 | -8 | -7 | 32 | 1.6 | 0.6 | 13 | 2.6 | -1.2 | -5 | 3
CCN(CC)S(=O)(=O)c1cccc(C(=O)N/N=C/c2cccc(O)c2O)c1 | -3 | 7 | -19 | 7 | -3.0 | -1.4 | -2 | 6.4 | 0.5 | -23 | -8
CCN(CC)C(=O)C1CCCN(C(=O)Nc2ccc(NC(=O)N3CCCC(C(=O)N(CC)CC)C3)cc2)C1 (stereo unspecified) | 14 | 4 | -6 | -4 | 0.6 | -0.2 | 0 | 2.0 | -2.5 | 15 | -7
COc1cc(NC(=O)CSc2nnc(-c3ccncc3)o2)cc(OC)c1OC | 10 | 8 | 1 | -1 | 3.1 | 2.1 | 1 | 2.1 | -1.9 | -6 | 10
CCOc1ccc2nc(NC(=O)CSc3nc4cccnc4n3C)sc2c1 | -46 | 0 | -8 | -7 | 1.9 | 1.8 | -3 | -0.5 | 8.6 | 5 | 5
NNS(=O)(=O)c1ccc2c(c1)Cc1cc(S(=O)(=O)NN)ccc1-2 | 17 | 4 | 191 | 15 | 1.6 | -0.8 | 6 | -1.1 | -3.7 | -45 | 0
Cc1cc(C(=O)NNC(=O)c2ccc(C)s2)c(C)o1 | 27 | -16 | 476* | -10 | -1.9 | -0.2 | -5 | 0.0 | -5.5 | -2 | -4
CSc1ccc(Cl)c(C(=O)Nc2ccc(Cl)cn2)c1 | 5 | -7 | -29 | · | 3.0 | 1.4 | -6 | 0.7 | -1.0 | 5 | -13
O=C(Cc1csc(-c2ccccc2)n1)NCc1cccs1 | 7 | 8 | · | -8 | 0.7 | 0.8 | 0 | -1.8 | -1.4 | 4 | 9
CCCC(=O)Nc1c2c(nn1-c1ccccc1)CSC2 | 5 | -3 | -1 | 12 | 3.0 | -0.8 | -3 | 2.2 | -0.9 | -14 | 5
CCN(CC)C(=O)COc1ccc(S(=O)(=O)N2CCCC2)cc1 | 13 | -1 | 8 | 21 | 1.9 | -0.9 | -4 | 1.9 | -2.7 | -2 | 0
O=C(c1ccco1)N1CCN(C(=O)c2ccc(-c3ccccc3Cl)o2)CC1 | 15 | -2 | 0 | 22 | 0.5 | -0.7 | -5 | 0.8 | -3.7 | -11 | -8
CCOc1ncccc1C(=O)Nc1ccc(S(=O)(=O)Nc2nccs2)cc1 | 7 | -10 | -5 | 20 | 3.2 | 2.0 | -2 | 1.2 | -1.4 | -6 | -1
Cc1ccnc(NC(=O)C2CCC(CNc3c(N4CCCC4)c(=O)c3=O)CC2)c1 (stereo unspecified) | 15 | 9 | -12 | 13 | 1.3 | -1.8 | 1 | -0.1 | -2.6 | -24 | -3
O=C(COCC(=O)NCc1ccccc1)NCc1ccccc1 | 10 | -5 | -10 | 20 | 3.7 | 2.0 | -7 | 2.1 | -1.9 | 9 | -9
COc1ccc(CNC(=O)c2ccc(NC(=O)CC3SC(N4CCCCC4)=NC3=O)cc2)cc1 (stereo unspecified) | 15 | 2 | 3 | 9 | 0.1 | -0.9 | 6 | 2.4 | -3.1 | -26 | -2
CN1CCN(S(=O)(=O)c2cccc(C(=O)Nc3cccc(S(N)(=O)=O)c3)c2)CC1 | 4 | -1 | -9 | 39 | 1.8 | 2.3 | 3 | 2.5 | -0.6 | -33 | -3
COc1cc(S(=O)(=O)NC(C)C)ccc1Cl | -36 | -4 | 0 | -5 | 2.6 | -0.1 | -12 | 1.0 | 6.5 | -42 | -12
Cc1ccc(S(=O)(=O)N(C)C)cc1NC(=O)C(C)OC(=O)c1ccc2ccccc2n1 (stereo unspecified) | -6 | 1 | -2 | -12 | 1.0 | -1.8 | 3 | 2.2 | 1.4 | 5 | 2
CCc1nnc(NC(=O)CSc2ncnc3c2oc2ccccc23)s1 | 6 | 15 | -8 | -22 | 3.0 | 1.3 | 0 | -2.3 | -1.1 | 16 | 7
CCOC(=O)CNC(=O)c1cc(-c2ccccn2)nc2c(C)c(Cl)ccc12 | 7 | 3 | 6 | · | 2.7 | 2.5 | 2 | 2.0 | -1.5 | -1 | -3
N#Cc1c(-c2ccc3c(c2)OCO3)ccn2nc(-c3cccc(C(F)(F)F)c3)nc12 | 3 | -8 | 9 | -9 | 4.2 | -0.7 | -8 | 0.8 | -0.5 | -2 | -3
CN(C)/C=C(\C=O)c1ccc(Cl)cc1Cl | 0 | 10 | -12 | 3 | 3.2 | 3.4 | -2 | 6.4 | 0.1 | 12 | 5
Cc1nn(-c2ccccc2)nc1C(N)=O | 6 | -3 | 2 | 2 | 1.5 | -1.3 | 5 | -0.2 | -1.2 | 3 | -5
O=c1ccc2ccc(Oc3ccc([N+](=O)[O-])cc3Cl)cc2o1 | -7 | -13 | 2 | -18 | 0.3 | 3.0 | 6 | -0.2 | 1.5 | 0 | -8
O=C(COC(=O)Cn1cnc2ccccc21)Nc1cccc2c1C(=O)c1ccccc1C2=O | -43 | 5 | 15 | -1 | 2.6 | -2.0 | 3 | 1.5 | 7.2 | -26 | 3
NC(=S)N/N=C1\CCOc2ccc(F)cc21 | 6 | 5 | -5 | 7 | 2.4 | -2.2 | -7 | -1.1 | -1.1 | 1 | -1
CCn1c(SCc2cccc(C)c2)nnc1-c1ccccc1 | 13 | 7 | 8 | -22 | 2.3 | -2.2 | -6 | 2.1 | -2.5 | 7 | -2
Cc1ccc(S(=O)(=O)NCCCNC(=O)N2CCOCC2)cc1 | -11 | -3 | -8 | 4 | 1.6 | -0.1 | 5 | -0.3 | 2.6 | 3 | -15
